Assay outcomes as filed in PubChem.
POLI inh: DNA polymerase iota (human) inhibition. Q9UNA4. actives 1% (n = 390,000). Potency, µM (doses to about 115 µM), inactives show at the highest dose activity, negative = inhibition, hits mostly inhibitors. AID 588590. Pol iota fluorescent replication assay, 10 min
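Fluorescent replication assay read twice, at 0 min and 10 min after adding 50 nM (final) substrate. Enzyme (10 nM) and compounds were first incubated 15 min at room temperature; enzyme-free buffer wells were negative controls.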
APE1 inh: inhibitors of human APE1 endonuclease; P27695; Potency, µM (series often up to 65.8 µM), without a hit: at the highest dose activity change, negative = inhibition, actives largely listed as inhibitors; AID 2517; actives 0.35% (n = 350,000); recombinant APE1, TAMRA/BHQ-2 abasic DNA cleavage fluorescence;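 further: plate controls were vehicle for no effect and reference inhibitor for full effect; nearly all actives have a fitted effect of over 55% in size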
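APE1 at 0.75 nM preincubated 15 min at room temperature with compound. Reaction then started with 50 nM double-stranded THF-abasic substrate labelled with TAMRA/BHQ-2, and 525/598 nm fluorescence read kinetically. Activity taken as third-minus-first read difference, normalized to DMSO and NSC13755 controls.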
Pol beta inh: DNA polymerase beta (human) inhibition; AID 485314; Potency, µM (doses to about 114 µM), inactives show top-dose activity change, negative = inhibition, usual class: inhibitors; Pol beta primer extension/strand displacement, fluorescence kinetic; P06746; actives 1.3% (n = 340,000); further: on the % scale 0 is the no-effect control and ±100 the full control effect
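Human Pol beta at 10 nM; strand-displacement substrate 50 nM final. Compound exposure 15 min at room temperature before start, reaction 10 min at room temperature.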
BAZ2B inh: blocks human BAZ2B. AlphaScreen BAZ2B-H3K14Ac peptide displacement. AID 504333. Q9UIF8. Potency, µM (top dose mostly 114 µM), inactives show at the highest dose activity change, negative = inhibition, actives largely listed as inhibitors. actives 4.4% (n = 360,000); further: on the % scale 0 is the no-effect control and ±100 the full control effect; nearly all actives have a fitted effect of over 60% in size
Target sequence (Q9UIF8 whole entry, looked up): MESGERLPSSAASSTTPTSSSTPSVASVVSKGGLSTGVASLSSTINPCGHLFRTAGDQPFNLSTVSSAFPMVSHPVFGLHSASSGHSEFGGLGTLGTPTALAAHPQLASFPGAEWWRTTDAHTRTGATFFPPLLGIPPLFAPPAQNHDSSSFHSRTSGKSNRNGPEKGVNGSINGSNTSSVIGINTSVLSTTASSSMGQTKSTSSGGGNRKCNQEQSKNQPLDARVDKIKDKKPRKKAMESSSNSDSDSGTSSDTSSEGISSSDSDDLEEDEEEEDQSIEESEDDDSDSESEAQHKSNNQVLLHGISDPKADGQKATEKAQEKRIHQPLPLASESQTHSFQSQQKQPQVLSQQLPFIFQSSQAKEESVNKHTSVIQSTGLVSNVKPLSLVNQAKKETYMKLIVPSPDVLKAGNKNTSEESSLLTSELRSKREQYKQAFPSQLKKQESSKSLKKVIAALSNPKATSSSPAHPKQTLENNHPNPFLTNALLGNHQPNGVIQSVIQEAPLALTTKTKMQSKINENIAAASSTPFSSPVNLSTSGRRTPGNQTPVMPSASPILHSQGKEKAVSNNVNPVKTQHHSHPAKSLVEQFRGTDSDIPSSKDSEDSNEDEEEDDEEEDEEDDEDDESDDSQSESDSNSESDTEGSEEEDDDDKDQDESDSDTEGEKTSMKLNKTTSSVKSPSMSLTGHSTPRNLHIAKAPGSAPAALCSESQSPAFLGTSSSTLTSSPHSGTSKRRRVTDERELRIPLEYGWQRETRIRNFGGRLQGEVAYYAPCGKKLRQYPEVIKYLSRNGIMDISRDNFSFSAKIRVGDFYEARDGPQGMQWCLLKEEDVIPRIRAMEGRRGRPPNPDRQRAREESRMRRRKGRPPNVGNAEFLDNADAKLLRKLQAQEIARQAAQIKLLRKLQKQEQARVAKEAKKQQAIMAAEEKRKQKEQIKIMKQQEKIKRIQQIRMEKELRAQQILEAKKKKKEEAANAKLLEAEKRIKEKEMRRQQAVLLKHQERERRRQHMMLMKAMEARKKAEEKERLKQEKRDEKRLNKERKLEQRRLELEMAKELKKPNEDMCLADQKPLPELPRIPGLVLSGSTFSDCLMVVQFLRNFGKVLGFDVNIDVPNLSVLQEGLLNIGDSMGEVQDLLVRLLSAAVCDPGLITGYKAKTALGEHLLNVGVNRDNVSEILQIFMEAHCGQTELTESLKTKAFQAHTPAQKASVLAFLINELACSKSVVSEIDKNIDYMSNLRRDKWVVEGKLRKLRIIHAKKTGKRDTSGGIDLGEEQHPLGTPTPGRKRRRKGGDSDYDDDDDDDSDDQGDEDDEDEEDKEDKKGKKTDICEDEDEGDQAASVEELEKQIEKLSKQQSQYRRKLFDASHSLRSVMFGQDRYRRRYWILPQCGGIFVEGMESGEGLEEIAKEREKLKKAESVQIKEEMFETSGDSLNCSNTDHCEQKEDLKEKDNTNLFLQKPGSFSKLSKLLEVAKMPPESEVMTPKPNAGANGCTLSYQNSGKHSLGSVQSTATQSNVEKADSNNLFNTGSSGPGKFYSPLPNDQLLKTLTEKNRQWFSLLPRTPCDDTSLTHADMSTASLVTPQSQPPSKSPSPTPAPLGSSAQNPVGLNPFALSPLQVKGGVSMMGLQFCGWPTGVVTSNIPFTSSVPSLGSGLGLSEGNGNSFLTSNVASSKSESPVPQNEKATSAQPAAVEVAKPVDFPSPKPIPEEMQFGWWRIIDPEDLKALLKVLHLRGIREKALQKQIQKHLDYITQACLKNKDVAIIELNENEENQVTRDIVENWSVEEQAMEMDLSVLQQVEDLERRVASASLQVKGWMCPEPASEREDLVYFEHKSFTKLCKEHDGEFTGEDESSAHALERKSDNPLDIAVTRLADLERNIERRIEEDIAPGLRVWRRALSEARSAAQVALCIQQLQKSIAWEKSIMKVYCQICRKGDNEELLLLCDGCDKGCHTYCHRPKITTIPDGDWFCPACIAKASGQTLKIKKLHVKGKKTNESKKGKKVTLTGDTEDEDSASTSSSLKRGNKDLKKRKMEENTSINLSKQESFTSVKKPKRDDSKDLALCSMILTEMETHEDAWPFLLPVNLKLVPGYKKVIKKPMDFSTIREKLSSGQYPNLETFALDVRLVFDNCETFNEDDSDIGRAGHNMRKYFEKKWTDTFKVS
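AlphaScreen displacement: compounds (up to 110uM) incubated 30 min at room temperature with a preformed 50 nM BAZ2B/50 nM biotinylated H3K14Ac peptide complex in PBS pH 7.4 with Tween-20. Donor and acceptor beads at 10 ug/mL final added, 20 min light-protected before reading.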
JMJD2A Tudor inh: blocks the human JMJD2A Tudor domain; Potency, µM (series often up to 114 µM), for the others: top-dose activity change, negative = inhibition, hits mostly inhibitors; AlphaScreen JMJD2A-Tudor / H3K4me3 peptide binding; O75164; actives 4.4% (n = 390,000); further: on the % scale 0 is the no-effect control and ±100 the full control effect; nearly all actives have a fitted effect of over 50% in size
Pol kappa inh: inhibitors of human DNA polymerase kappa; Potency, µM (series often up to 107 µM), inactives show at the highest dose activity, negative = inhibition, actives largely listed as inhibitors; purified Pol kappa, fluorescent DNA synthesis assay, 10 min; actives 0.53% (n = 400,000); further: on the % scale 0 is the no-effect control and ±100 the full control effect
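50 nM final substrate added after 15 min RT preincubation of 10 nM Pol kappa with compound; fluorescence read at 0 and 10 min.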
BLM inh: blocks DNA unwinding by human BLM helicase. P54132. recombinant BLM DNA unwinding, fluorescence dequenching. Potency, µM (series often up to 56.1 µM), without a hit: at the highest dose activity change, negative = inhibition, actives largely listed as inhibitors. actives 0.2% (n = 350,000);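 further: plate controls were vehicle for no effect and no enzyme for full effect; nearly all actives have a fitted effect of over 35% in size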
Pol eta inh: DNA polymerase eta (human) inhibition | Q9Y253 | recombinant Pol eta, fluorescent DNA replication assay | Potency, µM (doses to about 114 µM), for the others: at the top dose activity change, negative = inhibition, hits mostly inhibitors | actives 1.2% (n = 390,000) | AID 588591; further: on the % scale 0 is the no-effect control and ±100 the full control effect
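Pol eta at 10 nM preincubated with compounds 15 min at room temperature; reaction started with fluorescent substrate (50 nM final) and read kinetically at 0 and 10 min.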
G9a block: inhibitors of human histone lysine methyltransferase G9a; Q96KQ7; G9a H3K9 monomethylation, AlphaScreen, 2 h; Potency, µM (highest dose often 102 µM), for the others: at the highest dose activity, negative = inhibition, actives largely listed as inhibitors; actives 8.8% (n = 350,000); further: on the % scale 0 is the no-effect control and ±100 the full control effect; nearly all actives have a fitted effect of over 75% in size
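Chemiluminescent proximity detection of H3K9 monomethylation, read after 10 min bead incubation in the dark. Reaction: 20 nM G9a, 500 nM biotin-H3K9 peptide, 20 uM SAM cofactor, 2 h, room temperature, following 15 min enzyme-compound preincubation.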
Active calls of the source: *; & = joins results of further samples; [ ] = remark or other dose. The call rests on the fitted dose curve; in most records, active means well fitted curve in the direction sought with a large enough effect; inconclusive means small, poorly fitted or top-dose-only effect, or another doubt; inactive means no such curve, though single readings can be large; an effect the other way counts as inactive or inconclusive. Potency means the concentration at half of the fitted maximal effect. Not all compounds are listed; count on the stated rates, not on these rows.

How did COc1ccc(NC(=O)CSCC(=O)N2CCN(c3cccc(C(F)(F)F)c3)CC2)cc1 do in these assays?
POLI inh: 19.6%; APE1 inh: -12.5%; BAZ2B inh: -7.3%; JMJD2A Tudor inh: -21.5%; Pol kappa inh: -17.7%; Pol eta inh: -29.2%; G9a block: 8.0%[59 µM]

Results for Cc1ccccc1C(=O)c1cccn1CC(=O)NC(C)CCc1ccccc1 (stereo unspecified) ?
POLI inh: 11.7%; APE1 inh: 0.6%; Pol beta inh: 3.5%; BAZ2B inh: -20.4%; JMJD2A Tudor inh: -23.0%; Pol kappa inh: -3.8%; BLM inh: -4.2%; Pol eta inh: -5.9%; G9a block: -9.9%

How did O=C1OC(CO)CN1Cc1ccccc1 (stereo unspecified) do in these assays?
POLI inh: 175.4%[activator]; APE1 inh: 5.9%; Pol beta inh: 1.5%; BAZ2B inh: 1.1%; JMJD2A Tudor inh: -9.5%; Pol kappa inh: -1.0%; BLM inh: -2.6%; Pol eta inh: -2.9%; G9a block: 0.7%

What do the screens show for `CCOC(=O)c1ccc(N/C=C/C(=O)c2ccccc2)cc1`?
POLI inh: 4.8%; APE1 inh: 6.8%; Pol beta inh: -19.5%; BAZ2B inh: -15.3%; JMJD2A Tudor inh: -10.4%; Pol kappa inh: -16.7%; BLM inh: -14.5%; Pol eta inh: 1.6%; G9a block: 0.5%

How did O=C(c1ccc(CS(=O)Cc2ccccc2Cl)o1)N1CCN(c2cccc(Cl)c2)CC1 (stereo unspecified) do in these assays?
POLI inh: 9.9%; APE1 inh: 75.6%[activator]; Pol beta inh: 4.1%; BAZ2B inh: -33.6%; JMJD2A Tudor inh: inconclusive; Pol kappa inh: 1.4%; BLM inh: -6.8%; Pol eta inh: -15.4%; G9a block: inconclusive

Results for O=C(Nc1ccc(N2CCOCC2)c(Cl)c1)c1ccccc1Cl ?
POLI inh: 79.2%[activator]; APE1 inh: 0.0%; Pol beta inh: 2.9%; BAZ2B inh: -1.0%; JMJD2A Tudor inh: -4.7%[57.1 µM]; Pol kappa inh: 0.2%; BLM inh: -6.7%; Pol eta inh: -14.8%; G9a block: -7.4%[0.501 µM]

How did O=C(CN1CCSCC1)N/N=C/c1ccc(F)cc1F do in these assays?
POLI inh: 17.7%; APE1 inh: 3.5%; Pol beta inh: -1.9%; BAZ2B inh: inconclusive; JMJD2A Tudor inh: 10µM*; Pol kappa inh: -1.7%; BLM inh: -1.3%; Pol eta inh: -4.6%; G9a block: 15.8µM*

How did CC(C)(C)NCCCCOc1ccccc1F do in these assays?
POLI inh: -5.7%; APE1 inh: -10.9%; Pol beta inh: -25.7%; BAZ2B inh: -25.2%; JMJD2A Tudor inh: -9.3%; Pol kappa inh: -7.9%; BLM inh: 0.3%; Pol eta inh: -2.2%; G9a block: -26.2%[12.7 µM]

How did C=CCn1c(=O)c(C(=O)NCc2ccc(Cl)cc2)c(O)c2ccccc21 do in these assays?
POLI inh: -3.8%; APE1 inh: 10.0%; Pol beta inh: -8.1%; BAZ2B inh: 33.2%; JMJD2A Tudor inh: 92.6%[activator]; Pol kappa inh: -5.7%; BLM inh: -9.7%; Pol eta inh: -6.9%; G9a block: 98.4%[activator]

Results for COc1cc(C(=O)Nc2ccc(NC(=O)C(C)C)nc2)cc(OC)c1OC ?
POLI inh: 26.5%; APE1 inh: -6.1%; Pol beta inh: 19.7%; BAZ2B inh: 79.4µM*; JMJD2A Tudor inh: -22.0%; Pol kappa inh: -9.5%; BLM inh: -5.0%; Pol eta inh: 5.0%; G9a block: inconclusive

How did Cc1cc(Cn2nc(-c3ccccc3C)cc2C(=O)O)on1 do in these assays?
POLI inh: -6.1%; APE1 inh: 2.3%; BAZ2B inh: -3.3%; JMJD2A Tudor inh: -14.9%; Pol kappa inh: -0.9%; Pol eta inh: -12.0%; G9a block: 2.0%[0.501 µM]

What do the screens show for `O=c1oc(/C=C/c2ccccc2)nc2ccccc12`?
POLI inh: 102.1%[activator]; APE1 inh: 7.1%; Pol beta inh: 1.0%; BAZ2B inh: -13.5%; JMJD2A Tudor inh: 5.8%; Pol kappa inh: -15.4%; BLM inh: -7.3%; Pol eta inh: 1.3%; G9a block: 15.0%

How did O=c1[nH]cnc2ccsc12 do in these assays?
POLI inh: 87.0%[activator]; APE1 inh: -1.1%; Pol beta inh: 8.7%; BAZ2B inh: -8.4%; JMJD2A Tudor inh: -0.8%[11.4 µM]; Pol kappa inh: 2.7%; BLM inh: 1.7%; Pol eta inh: -6.0%; G9a block: 0.2%

What do the screens show for `COc1ccc(Cn2c(=O)sc3ccccc3c2=O)cc1`?
POLI inh: 64.7%[activator]; APE1 inh: -3.6%; Pol beta inh: 16.9%; BAZ2B inh: 64.5%[activator]; JMJD2A Tudor inh: 116.2%[activator]; Pol kappa inh: -2.7%; BLM inh: -7.9%; Pol eta inh: -18.8%; G9a block: 132.6%[activator]

What do the screens show for `COCCNC(=O)c1cc2n(n1)CCCN(Cc1ccc(C)cc1)C2=O`?
POLI inh: -17.7%; Pol beta inh: -3.0%; BAZ2B inh: 0.1%; JMJD2A Tudor inh: -27.5%; Pol kappa inh: -3.5%[60.1 µM]; BLM inh: 0.0%; Pol eta inh: -12.2%; G9a block: 2.3%[59 µM]

What do the screens show for `O=C(CSc1ccccc1)Nc1cccc(S(=O)(=O)N2CCCC2)c1`?
POLI inh: 17.8%; APE1 inh: -1.9%; Pol beta inh: -1.3%; BAZ2B inh: 8.1%; JMJD2A Tudor inh: -10.7%; Pol kappa inh: 0.9%; BLM inh: -3.1%; Pol eta inh: -14.9%; G9a block: 15.9%

How did CCN1CCN(c2ccc(S(=O)(=O)N3CCCCC3)cc2NC(=O)/C=C/c2cc(OC)ccc2OC)CC1 do in these assays?
POLI inh: 20.7%; APE1 inh: -11.2%; Pol beta inh: 17.2%; BAZ2B inh: inconclusive; JMJD2A Tudor inh: -24.1%; Pol kappa inh: 4.5%; BLM inh: -8.9%; Pol eta inh: -14.0%; G9a block: inconclusive

Results for Cc1ccc(NC(=O)Nc2c(Cl)cccc2Cl)cn1 ?
POLI inh: 24.3%; APE1 inh: 17.6%; Pol beta inh: 23.9%; BAZ2B inh: 1.3%; JMJD2A Tudor inh: -9.4%; Pol kappa inh: 11.9%; BLM inh: -5.3%; Pol eta inh: -2.8%; G9a block: -1.9%[2.33 µM]

How did CC(CCc1ccc(O)cc1)NCCc1ccc(O)c(O)c1 (stereo unspecified) do in these assays?
POLI inh: -6.2%[58.9 µM]; APE1 inh: -3.2%&-1.2%; Pol beta inh: 6.1%[57.1 µM]; JMJD2A Tudor inh: -21.6%; Pol kappa inh: -5.9%[60.1 µM]; BLM inh: 2.4%&3.9%; Pol eta inh: -4.1%[57.1 µM]; G9a block: -101.1%[59 µM]

Results for CC(=O)c1ccc(-c2nnc(CCC(=O)N(C)Cc3cccc4cnccc34)o2)s1 ?
POLI inh: 56.2%[activator]; APE1 inh: -3.1%; Pol beta inh: -0.3%; BAZ2B inh: -15.5%; JMJD2A Tudor inh: -14.6%; Pol kappa inh: -2.9%; BLM inh: 0.8%; Pol eta inh: 0.5%; G9a block: inconclusive

Results for O=C(COc1ccccc1Br)N1CCN(C(=O)c2ccco2)CC1 ?
POLI inh: 8.5%; APE1 inh: 27.5%; Pol beta inh: 10.7%; BAZ2B inh: -18.9%; JMJD2A Tudor inh: -4.8%; Pol kappa inh: -3.8%; BLM inh: -1.1%; Pol eta inh: 2.2%; G9a block: 19.6%

What do the screens show for `CCc1ccc(NC(=O)c2cc(C)nn2-c2ccccc2)cc1`?
POLI inh: 122.4%&23.1%[activator]; APE1 inh: 26.4%; Pol beta inh: -7.1%&-1.7%; BAZ2B inh: -12.1%&-0.4%; JMJD2A Tudor inh: -0.7%&-2.0%; Pol kappa inh: -7.9%&-21.5%; BLM inh: -6.4%&-7.0%; Pol eta inh: -22.0%; G9a block: 17.1%

What do the screens show for `Cc1nnc(NC(=O)C2(c3ccccc3)CCOCC2)s1`?
POLI inh: 5.2%; APE1 inh: -5.7%; Pol beta inh: 36.5%; BAZ2B inh: 6.0%; JMJD2A Tudor inh: -9.9%[11.4 µM]; Pol kappa inh: -17.1%; BLM inh: 0.1%; Pol eta inh: 0.7%; G9a block: -3.5%[12.7 µM]

How did NC(=O)CSc1nnc(-c2cccc(S(=O)(=O)N3CCOCC3)c2)n1C1CCCCCC1 do in these assays?
POLI inh: -9.9%; APE1 inh: -2.2%; Pol beta inh: 0.4%; BAZ2B inh: -4.0%; JMJD2A Tudor inh: inconclusive; Pol kappa inh: -4.4%; BLM inh: 1.8%; Pol eta inh: -22.6%; G9a block: 8.1%

How did CCC(CO)NCCNC(CC)CO (stereo unspecified) do in these assays?
POLI inh: 9.6%; APE1 inh: 12.7%&-5.5%; Pol beta inh: 5.0%; BAZ2B inh: 11.2%; JMJD2A Tudor inh: -12.2%; Pol kappa inh: -3.6%; BLM inh: -4.4%&-8.2%; Pol eta inh: -7.2%; G9a block: inconclusive

How did CCCOC(=O)Nc1cc(OC)c(Cl)cc1OC do in these assays?
POLI inh: 23.9%; APE1 inh: -3.6%; Pol beta inh: -1.7%; BAZ2B inh: 4.4%; JMJD2A Tudor inh: 14.6%; Pol kappa inh: -1.8%; BLM inh: -3.8%; Pol eta inh: -13.1%; G9a block: 21.0%[59 µM]

Results for CCC/C(=N\NC(=O)C1CC1)c1ccc(Br)cc1 ?
POLI inh: -14.8%; APE1 inh: 45.8%[activator]; Pol beta inh: -0.2%; BAZ2B inh: -6.1%; JMJD2A Tudor inh: 3.7%; Pol kappa inh: -4.4%; BLM inh: -0.8%; Pol eta inh: -18.0%; G9a block: inconclusive

How did CC/C(CC(=O)C(F)(F)F)=N\NC(=O)/C(C#N)=C/N(C)C do in these assays?
POLI inh: 48.4%[activator]; APE1 inh: 2.7%; Pol beta inh: -16.4%; BAZ2B inh: 0.6%; JMJD2A Tudor inh: -7.4%; Pol kappa inh: -1.4%; BLM inh: -4.5%; Pol eta inh: -9.5%; G9a block: 27.6%
